# High-throughput results (PubChem BioAssay)
# Dengue-2 NS5 capping = Dengue-2 NS5 methyltransferase inhibitors, primary screen, biochemical, confirmation dose response (AID 588689). inhibition, % at 25 µM; hits with a dose series show IC50 in µM. Genome polyprotein (Dengue virus type 2 (strain 16681-PDK53)). Dengue-2 NS5 methyltransferase capping enzyme assay, biochemical; higher % means a stronger effect. 340,000 compounds, 0.3% hits; in the data active means a potency from the dose series; inconclusive means inhibition above about 29% without an active follow-up result
# HIV fusion peptide = inhibitors of HIV fusion peptide binding, primary screen, biochemical, uHTS, fluorescence dequenching (AID 1986); cell-free peptide binding, fluorescence dequenching, 30 min; higher % means a stronger effect; one-dose inhibition, % at 20 µM; IC50 in µM for titrated hits; 290,000 compounds, 0.3% hits; in the data active means inhibition mostly above about 52%, no sharp cut-off; inactive means mostly below about 76%; further: some results filed as inactive read as strong as hits
# UTI89 phage lysis = inhibition of K1F phage lysis, E. coli UTI89, bacterial capsule biogenesis inhibitors, alamar blue (AID 488966). E. coli UTI89 K1F phage lysis, alamar blue, 2 h; higher % means a stronger effect. inhibition, % at 100 µM, or IC50 in µM where a hit was titrated. 340,000 compounds, 0.02% hits;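 active means phage lysis inhibition, versus mean bacterial control, above a set limit; inconclusive means no clear call, values can overlap the other calls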;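 further: capsule biogenesis inhibitors block K1F phage lysis so surviving cells raise fluorescence; higher fluorescence means more inhibition of phage lysis; actives were called in the ten point dose series up to 300 µM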
# RSV CPE inhibition = RSV antiviral activity via CPE protection, HEp-2 cells, primary 10 µM value included (AID 2391); HEp-2 cells, RSV-induced CPE inhibition; higher % means a stronger effect; CPE inhibition, % at 10 µM, or IC50 in µM where a hit was titrated; 310,000 compounds, 0.13% hits; in the data active means a potency from the dose series; inconclusive means CPE inhibition mostly from about 23% at the one dose, without a potency; inactive means the rest, 99 in 100 with CPE inhibition below about 21%; further: strong numbers were not always called active
# MgcRacGAP inhibition = MgcRacGAP GTPase-activating activity inhibitors, confirmation, biochemical, ADP Hunter fluorescence; Rac GTPase-activating protein 1 (Homo sapiens); MgcRacGAP-stimulated Rac1 GTP hydrolysis, ADP Hunter fluorescence; higher % means a stronger effect; GST-tagged Rac1 F28L mutant substrate; inhibition, % at 30 µM, or IC50 in µM where a hit was titrated; 340,000 compounds, 0.6% hits;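 active means first-screen hits whose inhibition reached a set limit at any dose in the follow-up dose series; inconclusive means inhibition above the set first-screen limit but never retested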;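 further: fluorescence reports GDP produced by GAP-driven GTP hydrolysis; strong numbers were not always called active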
# Salmonella PhoP GFP = inhibitors of PhoP regulon expression, primary screen, Salmonella Typhimurium, GFP reporter (AID 1863); S. Typhimurium PhoP-regulated promoter GFP reporter, 4 h; higher % means a stronger effect; 300,000 compounds, 0.16% hits; inhibition, % at 50 µM, or IC50 in µM where a hit was titrated;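 active means inhibition over 29.93%, a cutoff 3 SD above the screen mean, later confirmed by dose response; inconclusive means inhibition over 29.93% but no dose response follow-up; inactive means inhibition at most 29.93% or unconfirmed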;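 further: 0% = low Mg2+ inducing control and 100% = high Mg2+ repressing control; strong numbers were not always called active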
# SV40 large T antigen = SV40 large T antigen inhibitors, biochemical (AID 1903); SV40 large T antigen ATPase/helicase inhibition assay; higher % means a stronger effect; inhibition, % at 20 µM, or IC50 in µM where a hit was titrated; 310,000 compounds, 0.39% hits; in the data active means a potency from the dose series; inconclusive means inhibition mostly from about 32% at the one dose, without a potency; inactive means the rest, 99 in 100 with inhibition below about 32%; further: strong numbers were not always called active
# GPR35 antagonists = GPR35 antagonists blocking zaprinast-driven arrestin recruitment, primary screen, imaging, U2OS, beta-arrestin-GFP, zaprinast agonist (AID 2058); U2OS GPR35 beta-arrestin-GFP translocation imaging, zaprinast antagonism; higher % means a stronger effect; 290,000 compounds, 0.052% hits; G-protein coupled receptor 35 (Homo sapiens); inhibition, % at 10 µM; hits with a dose series show IC50 in µM;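 active means inhibition of at least 50% with at least 30 cells and total cytoplasm GFP at most 10,000,000; inconclusive means under 30 cells or total GFP of 10,000,000 plus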
# GPR55 LPI antagonism = GPR55 antagonists blocking LPI-driven arrestin recruitment, primary screen, imaging, U2OS, beta-arrestin-GFP, LPI agonist (AID 2013); 290,000 compounds, 0.13% hits; U2OS GPR55 beta-arrestin-GFP translocation imaging, LPI antagonism; higher % means a stronger effect; inhibition, % at 10 µM, or IC50 in µM where a hit was titrated; G-protein coupled receptor 55 (Homo sapiens);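 active means spots per cell inhibited over 60%, with over 100 cells counted and total cytoplasm intensity under 500,000; inconclusive means wells with under 100 cells, flagged as likely toxic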;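 further: U2OS cells stably carrying GPR55 and arrestin-GFP stimulated by 5 µM LPI near EC80; imaged beta-arrestin-GFP aggregate spots per cell after agonist stimulation; plate controls were LPI-stimulated DMSO wells for no effect and DMSO wells without LPI for full effect; some results filed as inactive read as strong as hits; confirmed hits need IC50 under 10 µM and bright autofluorescent wells are also inconclusive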
# The depositor's hits bear a star; ? = inconclusive; nt = no result given; [ ] = another dose, or the depositor's remark.
SMILES,Dengue-2 NS5 capping,HIV fusion peptide,UTI89 phage lysis,RSV CPE inhibition,MgcRacGAP inhibition,Salmonella PhoP GFP,SV40 large T antigen,GPR35 antagonists,GPR55 LPI antagonism
CCCCNC(=O)c1ccc2c(c1)S(=O)(=O)c1ccccc1C2=O,-6%,-1.3%,-0.3%,2.8%,6%,-3%,33%,3%,4%
COc1cc(/C=C2/C(=N)N3C(=NC2=O)SN=C3S(=O)(=O)C(C)C)ccc1OC(=O)c1ccco1,-96%,38%,0.1%,1.6%,20%,-12%,31%,1%,11%
O=C(Nc1ccccc1C(=O)O)c1ccccc1,-1%,1.5%,0.7%,0.4%,-1%,-15%,4%,-1%,-1%
O=C(Cc1c(Cl)cccc1Cl)OCC(=O)N1CCN(C(=O)c2ccco2)CC1,-4%,-1.0%,0.0%,1.6%,-1%,2%,2%,-6%,-11%
N#Cc1c(N)n(CCNC(=O)c2cccs2)c2nc3ccccc3nc12,-19%,2.7%,0.3%,-0.8%,13%,2%,-3%,-8%,10%
Cc1nn(-c2ccccc2)c2c1C(c1ccc(F)cc1)C(C#N)=C(N)O2 (centres undefined),11%,-0.7%,0.9%,1.8%,-2%,13%,11%,-1%,1%
O=C(C[n+]1ccccc1)Nc1c(Cl)cc(Cl)cc1Cl,nt,-0.5%,nt,-1.3%,nt,-2%,-5%,6%,-6%
O=S(=O)(c1ccc(F)cc1)N1CCCC(c2nc(-c3ccc(F)cc3)no2)C1 (centres undefined),0%,nt,2.0%,0.6%,9%,5%,8%,nt,nt
Cc1ccc(CNC(=O)c2ccc(NC(=O)C3=CSCCO3)cc2)cc1,-6%,9.1%,0.3%,0.9%,10%,0%,5%,6%,8%
O=C(Nc1ccc2c(c1)OCCO2)C1CCN(c2nnnn2-c2ccccc2)CC1,-8%,-0.6%,0.2%,-0.1%,8%,-2%,16%,22%,4%
CC(OC(=O)C1CC1)C(=O)Nc1cc(C(F)(F)F)ccc1Cl (centres undefined),-10%,1.2%,-0.2%,0.0%,7%,-7%,?,-2%,-24%
C=CCn1c(NCCOC)nc2c1c(=O)n(C)c(=O)n2C,-6%,47%,0.2%,1.1%,14%,-2%,12%,23%,-3%
Cc1ccc(SCC(=O)OCC(=O)NC(C)c2ccc(Br)cc2)cc1 (centres undefined),-6%,-1.2%,0.0%[50 µM],1.5%,3%,4%,3%,8%,-7%
COc1ccc(C(NC(=O)CN2C(=O)NC3(CCc4ccccc43)C2=O)c2ccccc2)cc1 (centres undefined),-8%,nt,-0.4%[50 µM],6.7%,8%,nt,nt,nt,nt
Cc1cccc(NC(=S)Nc2ccc(Br)cc2)c1,-6%,-0.5%,-0.3%,0.2%,12%,-5%,2%,-2%,-14%
COc1ccccc1C(CC(=O)Nc1ccc(Cl)cc1)c1ccc(OC(C)C)cc1 (centres undefined),1%,-0.8%,1.4%[50 µM],3.1%,10%,2%,13%,7%,7%
Cc1cc(C)cc(C(=O)NCCN2CCOCC2)c1,-3%,1.0%,0.4%,0.2%,8%,-5%,11%,-3%,10%
CCn1c(SCC(=O)OC)nnc1-c1ccncc1,-2%,-0.2%,3.0%,0.7%,5%,0%,1%,-2%,10%
CCNC(=S)N1CCN(Cc2ccccc2)CC1,1%,1.2%,-0.4%,-0.8%,18%,-6%,9%,-11%,10%
CC(CN1CCOCC1)C(=O)O (centres undefined),-3%,-1.8%,0.1%,1.6%,8%,15%,-8%,-11%,12%
O=C(NCCS(=O)(=O)N1CCN(c2cccc(Cl)c2)CC1)c1cc(=O)c2ccccc2o1,-3%,0.3%,0.2%,1.1%,-8%,-5%,8%,-2%,-4%
CCC(=O)N1CCN(c2nnc(-c3ccccc3)c3ccccc23)CC1,-3%,0.4%,-0.8%[50 µM],1.4%,8%,0%,5%,-5%,-2%
Cc1cccc(S(=O)(=O)N(CC(=O)Nc2ccccc2C)Cc2ccco2)c1,12%,0.3%,-0.7%,1.3%,-7%,-22%,8%,-11%,-11%
CCC1(c2ccccc2)NC(=O)N(CC(=O)N(C)Cc2ccccc2)C1=O (centres undefined),-7%,-0.7%,0.3%,-0.5%,4%,1%,-2%,10%,5%
CC(=O)Nc1ccc(Nc2cc(N3CCOCC3)c3nonc3c2[N+](=O)[O-])cc1,-6%,-0.7%,3.0%,-0.6%,4%,0%,5%,-10%,14%
COC(=O)CCCn1nc(NC(=O)COc2ccc(F)cc2)cc1C,0%,0.1%,0.2%,2.4%,2%,-1%,7%,2%,-12%
Cc1ccc(S(=O)(=O)c2cccc(S(=O)(=O)N3CCOCC3)c2)cc1S(=O)(=O)N1CCOCC1,-5%,-1.7%,-0.1%,0.7%,3%,-3%,2%,5%,18%
COc1ccc(C2(C(=O)Nc3c(C)n(C)n(-c4ccccc4)c3=O)CCCC2)cc1OC,2%,-1.0%,0.5%,0.2%,8%,0%,5%,3%,-2%
Cc1ccc(S(=O)(=O)N[C@H](C(=O)NCC2CCC(C(=O)O)CC2)C(C)C)cc1 (some centres undefined),0%,0.6%,-0.2%[50 µM],0.8%,1%,8%,3%,-3%,8%
Cc1cccc(C)c1NC(=O)Cn1nc(-c2ccccc2)nc1-c1ccccc1,-3%,2.9%,0.3%,-0.6%,6%,-9%,11%,-2%,10%
CCN(CC)C(=O)CSc1nc(Cc2ccccc2)nc2ccccc12,-1%,-1.1%,-0.4%,13%,5%,10%,9%,20%,7%
CCc1ccc2nc(N(CCCN(C)C)C(=O)c3ccc(S(=O)(=O)N(C)C4CCCCC4)cc3)sc2c1,-6%,-2.9%,0.1%,?,4%,3%,-5%,34%,-7%
Cc1ccc(C(=O)OCC(=O)NC2CCCCC2)cc1S(=O)(=O)N1CCCCC1,-3%,nt,0.7%[50 µM],2.7%,2%,nt,nt,nt,nt
COc1ccc(NC(=O)c2nc[nH]c2C(=O)N(C)Cc2ccccc2)cc1,-3%,-1.6%,-1.0%,0.6%,1%,-6%,31%,-5%,-12%
Cc1cc(Cl)ccc1OCC(=O)NCCCn1ccnc1,-8%,0.7%,6.0%,0.7%,5%,5%,18%,22%,-13%
Cc1cc(C)c(C(=O)COC(=O)CCNS(=O)(=O)c2c(Cl)cccc2Cl)cc1C,-3%,0.0%,-0.2%,1.6%,6%,12%,0%,7%,12%
CC(=O)c1cccc(NC(=O)CN(c2cccc(F)c2)S(C)(=O)=O)c1,6%,-0.1%,0.2%,0.5%,14%,7%,-2%,12%,12%
O=C(O)CCCCn1c(SCc2cc(=O)n3cc(Cl)ccc3n2)nc2ccsc2c1=O,-1%,-0.2%,1.3%,5.7%,-2%,-1%,24%,7%,-10%
COc1ccccc1N1CCN(C(=O)CSc2nc(-c3ccccc3)cc(=O)[nH]2)CC1,1%,1.7%,0.5%,0.6%,7%,-5%,2%,13%,-4%
O=C(Oc1ccc(Cl)cc1)c1ccc2nccnc2c1,-5%,-0.7%,0.0%,1.6%,4%,14%,6%,6%,6%
COc1ccc(C(=O)N=c2sc3c(C)ccc(OC)c3n2C)cc1OC,1%,-3.0%,0.0%,10.0%,2%,-7%,8%,-3%,-29%
O=C1C(=O)N(O)C2CCCCC2N1O (centres undefined),-3%,2.7%,6.8%,1.0%,4%,-5%,10%,-10%,10%
COc1ccccc1OCCNC(=O)c1cccc(S(=O)(=O)N2CCN(C)CC2)c1,2%,-0.7%,1.1%[50 µM],2.1%,8%,-7%,18%,2%,2%
CCn1c2ccccc2c2nnc(SCC(=O)N(C)C3CCS(=O)(=O)C3)nc21 (centres undefined),1%,-0.4%,4.7%,1.3%,5%,-8%,67%,-7%,6%
Cc1cccc(NC(=O)Cn2cnc(S(=O)(=O)N3CCCC3)c2)c1C,-14%,-1.7%,0.3%,1.0%,3%,-2%,7%,-7%,-1%
COc1ccc(-c2noc(C3CCCN(C(=O)CCc4ccccc4)C3)n2)cc1 (centres undefined),1%,-1.6%,1.4%,-1.3%,2%,-6%,6%,18%,-2%
COc1cccc(-c2nc(NC(C)(C)C)c3ccccc3n2)c1O,-15%,-2.2%,0.2%,15%,7%,11%,5%,-6%,-7%
O=C(Nc1ccc(OCc2ccccc2)cc1)c1cccc([N+](=O)[O-])c1,-4%,-1.8%,5.6%,0.4%,4%,-9%,10%,6%,11%
COc1cccc(N2CCN(Cc3nc(N)nc(N4CCCc5ccccc54)n3)CC2)c1,-6%,0.3%,-0.8%[50 µM],-0.3%,0%,-7%,4%,3%,-4%
O=S1(=O)CC(NCc2ccccc2)C(Nc2ccccc2)C1 (centres undefined),3%,-1.2%,-0.7%,-0.3%,0%,-3%,-2%,0%,-8%

# Another view of some results above:
molecule: Cc1cccc(NC(=O)Cn2cnc(S(=O)(=O)N3CCCC3)c2)c1C
  Dengue-2 NS5 capping = -14%; HIV fusion peptide = -1.7%; UTI89 phage lysis = 0.3%; RSV CPE inhibition = 1.0%; MgcRacGAP inhibition = 3%; Salmonella PhoP GFP = -2%; SV40 large T antigen = 7%; GPR35 antagonists = -7%; GPR55 LPI antagonism = -1%

molecule: COc1ccc(-c2noc(C3CCCN(C(=O)CCc4ccccc4)C3)n2)cc1 (centres undefined)
  Dengue-2 NS5 capping = 1%; HIV fusion peptide = -1.6%; UTI89 phage lysis = 1.4%; RSV CPE inhibition = -1.3%; MgcRacGAP inhibition = 2%; Salmonella PhoP GFP = -6%; SV40 large T antigen = 6%; GPR35 antagonists = 18%; GPR55 LPI antagonism = -2%

molecule: COc1cccc(-c2nc(NC(C)(C)C)c3ccccc3n2)c1O
  Dengue-2 NS5 capping = -15%; HIV fusion peptide = -2.2%; UTI89 phage lysis = 0.2%; RSV CPE inhibition = 15%; MgcRacGAP inhibition = 7%; Salmonella PhoP GFP = 11%; SV40 large T antigen = 5%; GPR35 antagonists = -6%; GPR55 LPI antagonism = -7%

molecule: O=C(Nc1ccc(OCc2ccccc2)cc1)c1cccc([N+](=O)[O-])c1
  Dengue-2 NS5 capping = -4%; HIV fusion peptide = -1.8%; UTI89 phage lysis = 5.6%; RSV CPE inhibition = 0.4%; MgcRacGAP inhibition = 4%; Salmonella PhoP GFP = -9%; SV40 large T antigen = 10%; GPR35 antagonists = 6%; GPR55 LPI antagonism = 11%
